High-throughput results (PubChem)
N-glyco inh = increase of ERlucT glycosylation luciferase signal, primary screen, N-linked glycosylation inhibitor project, D54 ERlucT cells, luminescence, set 2 | 0.23% of 360,000 active | reporter increase, % at 12.5 µM | D54 ERlucT glycosylation luciferase reporter, 24 h; percent of 100 nM tunicamycin response;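 active = mean luciferase reporter signal, scaled so untreated is 0 and the glycosylation-blocking control 100, at or above a set limit in every replicate; inconclusive = mean reaches the limit but not every replicate does; inactive = mean below the limit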;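 also: luciferase carries N-glycosylation sites so blocking glycosylation raises the light; 0% = median of neutral control wells and 100% = median of 100 nM tunicamycin wells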
Cardio protect = cardioprotection against H2O2-induced cell death, primary screen, uHTS, H9c2 cells, ATPLite luminescence; protection from H2O2 cell death, % at 20 µM; 0.63% of 360,000 active; H9c2 cardiomyocytes, H2O2 injury protection, 2 h; AID 588492, 2011;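 active = compounds giving at least 50% protection of heart cells from peroxide-induced death in the single-dose screen, raw or plate-pattern-corrected value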;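 also: 0% = DMSO wells with peroxide and 100% = DMSO wells without peroxide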
Exocytosis inh = LAMP-1 surface exposure blockers, TALL-104 cells – cell-based, flow cytometry, MLPCN library, primary screen; TALL-104 LAMP-1 surface exposure; cells stimulated with thapsigargin and PMA; inhibition, % at 10 µM; 0.66% of 360,000 active; AID 651702, 2012;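 active = inhibition above about 55%, limit read from the data; inconclusive = no clear call, values can overlap the other calls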
aDG glyco up = activators of alpha-DG glycosylation, primary screen, uHTS, Pro5-aDG cells, AlphaScreen | 0.22% of 360,000 active | alpha-DG glycosylation AlphaScreen (IIH6); 0% Pro5, 100% B10-LARGE cell signal | activation, % at 10 µM;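 active = activation of at least 8% versus controls, or a plate z-score of at least 8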;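 also: Pro5 are CHO cells carrying HIG-tagged alpha-DG that lacks glycosylation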
MC4R ag barr = MC4R agonists recruiting beta-arrestin, primary screen, cell-based, luminescence, agonist arm of biased-ligand search. AID 540308, 2011. U2OS MC4R beta-arrestin complementation; percent of melanotan II response, DMSO zero. activation, % at 8.9 µM. 0.98% of 360,000 active;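 active = activation above a per-plate cutoff, the mean activation of sample wells on that plate plus 3 SD, cut at about 8% in these data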
m5-HT2A agonist = mouse Htr2a agonists via beta-arrestin recruitment, primary screen, cell-based, luminescence | 0.66% of 360,000 active | activation, % at 7.6 µM | CHO-K1 mHTR2A beta-arrestin complementation; percent of 30 µM serotonin response;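 active = activation above a run cutoff, the mean activation of all tested compounds plus 3 SD, cut at about 14% in these data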;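 also: 0% = plate median of compound wells and 100% = 30 µM serotonin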
MC4R antagonist = MC4R antagonists of cAMP signaling, primary screen, cell-based, TR-FRET, antagonist arm of biased-ligand search. Melanocortin receptor 4 (Homo sapiens), P32245. MC4R-expressing cells, MTII-stimulated cAMP, LANCE TR-FRET. inhibition, % at 6.5 µM. 0.48% of 360,000 active. AID 540295, 2011;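 active = inhibition above its plate's cutoff, the mean of tested wells on that plate plus 3 SD, cut at about 29% in these data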;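 also: 0% = Melanotan II alone and 100% = Melanotan II plus saturating MCL0020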
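System – human MC4R-expressing U2OS cells · Also added – Melanotan II · Dosing – one concentration, 6.5 µM nominal · Timing – 30-min compound, 1-h challenge, 1-h detection, room temperature · Measured by – Eu-cAMP/anti-cAMP TR-FRET, emission 671 nm · Replicates – singlicate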
ABCB6 inh 2 = ABCB6 transporter inhibitors, primary screen, K562-ABCB6 cells, flow cytometry, MLPCN library. ATP-binding cassette sub-family B member 6 (Homo sapiens), Q9NP58. K562-ABCB6 porphyrin accumulation, 1 h; hits give low values. fluorescence ratio to DMSO, % at 10 µM. 0.19% of 360,000 active. AID 602162, 2011;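 active = fluorescence ratio to DMSO below 75%, the collection mean minus 3 SD; inconclusive = too few cells collected in the well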;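 also: signal is porphyrin accumulated inside mitochondria; 100% equals median channel fluorescence of DMSO control wells; lower ratio means ABCB6 inhibition with less porphyrin fluorescence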
ABHD5 PLIN5 PPI = ABHD5-PLIN5 interaction inhibitors, primary screen, cell lysate, split luciferase complementation, luminescence | Perilipin-5 (Homo sapiens) + 1-acylglycerol-3-phosphate O-acyltransferase ABHD5 (Homo … | Split G. princeps luciferase complementation, 4 h | inhibition, % at 4 µM | 0.78% of 360,000 active;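 active = inhibition above the mean inhibition across every tested compound plus 3 SD, cut at about 22% in these data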;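 also: 0% = DMSO only wells and the 100% control is not disclosed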
Target sequence (Q00G26 whole entry, looked up): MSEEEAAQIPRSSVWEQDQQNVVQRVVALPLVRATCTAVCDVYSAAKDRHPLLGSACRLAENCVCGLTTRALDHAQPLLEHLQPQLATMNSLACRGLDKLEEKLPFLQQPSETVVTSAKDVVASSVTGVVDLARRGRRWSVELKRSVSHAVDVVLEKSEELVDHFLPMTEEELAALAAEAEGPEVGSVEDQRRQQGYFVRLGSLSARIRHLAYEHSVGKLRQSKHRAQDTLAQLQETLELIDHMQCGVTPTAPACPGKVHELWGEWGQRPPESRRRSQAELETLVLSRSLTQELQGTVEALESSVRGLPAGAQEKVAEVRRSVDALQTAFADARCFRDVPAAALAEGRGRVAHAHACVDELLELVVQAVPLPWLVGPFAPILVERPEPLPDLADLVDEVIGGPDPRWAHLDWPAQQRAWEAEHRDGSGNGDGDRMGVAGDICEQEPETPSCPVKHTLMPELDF
Target sequence (Q8WTS1 whole entry, looked up): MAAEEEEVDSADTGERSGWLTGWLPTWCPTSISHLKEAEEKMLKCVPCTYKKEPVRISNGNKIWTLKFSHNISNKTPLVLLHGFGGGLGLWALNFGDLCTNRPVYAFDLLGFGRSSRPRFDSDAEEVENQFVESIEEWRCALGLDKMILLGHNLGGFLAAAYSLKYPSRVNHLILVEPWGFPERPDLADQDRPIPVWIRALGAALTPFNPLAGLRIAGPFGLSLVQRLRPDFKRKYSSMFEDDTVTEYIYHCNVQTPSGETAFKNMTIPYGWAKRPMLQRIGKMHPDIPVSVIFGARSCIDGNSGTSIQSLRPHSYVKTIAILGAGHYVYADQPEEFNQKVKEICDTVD
hiPSC survival = enhancers of single-cell hiPSC survival, primary screen, ATPlite luminescence; 100% = ROCK inhibitor wells, 0% = DMSO; survival enhancement, % at 20 µM; 0.044% of 360,000 active; in the data active = survival enhancement above about 18%;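 also: cells exposed to compounds for 16 hours before the ATP read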
Starred values were filed as active, the others as inactive; ? = inconclusive; . = not tested or not shown.

Fields: m5-HT2A agonist | hiPSC survival | N-glyco inh | Cardio protect | ABCB6 inh 2 | MC4R antagonist | Exocytosis inh | aDG glyco up | MC4R ag barr | ABHD5 PLIN5 PPI
> Cc1cccc(-n2c(=S)[nH]c3c(oc4ccccc43)c2=O)c1
→ 2 | 1.2 | -1 | -1 | 100 | 11 | -1 | -0.2 | -0.9 | -2
> O=S(=O)(N1CCCCC1)n1c(Cc2ccccc2)nc2ccccc21
→ -3 | -1.5 | -5 | -5 | 97 | 6 | -2 | 0.0 | 2.0 | 1
> CCCN(CCC)CCNc1c(N2CCN(C(=O)OCC)CC2)c(=O)c1=O
→ 2 | -0.3 | 1 | 0 | 100 | 20 | 2 | 0.0 | 1.0 | 2
> CCC(NC(=O)Cc1c(C)c2ccc(OC)c(C)c2oc1=O)C(=O)NC(Cc1ccc(Cl)cc1)C(=O)O (stereo not drawn)
→ 3 | -0.4 | 1 | 2 | 97 | 3 | 15 | 0.0 | -2.1 | -2
> COc1ccc(NC(=S)NCc2ccc(F)cc2)c(OC)c1
→ 1 | -0.5 | -1 | -5 | 96 | 1 | 24 | 0.4 | -0.3 | 7
> Cc1oc2c(CN3CCCC3)c(O)ccc2c(=O)c1-c1ccc(Br)cc1
→ -6 | -1.7 | 0 | 7 | 96 | 12 | -1 | -0.1 | -1.9 | 3
> C=CCOc1c(Cl)cc(C2NC(=O)NC(C)=C2C(=O)OC)cc1Cl (stereo not drawn)
→ 4 | -2.5 | 3 | -8 | 96 | 6 | 3 | 0.0 | -1.6 | 0
> O=C(N/N=C/C=C/c1ccccc1)c1ccncc1
→ -1 | 0.8 | -1 | 8 | 100 | -15 | -6 | 0.5 | -3.2 | 1
> CCOC(=O)c1cc(-c2ccc(C#N)cc2)nc2c1c(C)nn2CCC#N
→ 0 | 0.4 | 2 | 6 | 97 | 10 | 0 | 0.9 | -0.2 | 8
> COCCCNC(=O)CCc1c(C)nc2c(c(C)nn2-c2ccc(C)cc2)c1C
→ -1 | 1.4 | -6 | -1 | 91 | 6 | 18 | 0.0 | -0.6 | 1
> O=C1CCCC2=C1C(Cc1ccccc1)C1=C(CCCC1=O)O2
→ 0 | -3.1 | 1 | 0 | 98 | 5 | 1 | 0.0 | -0.7 | 1
> N#CC1=C(SCC(=O)Nc2nccs2)NC(=O)CC1c1ccccc1 (stereo not drawn)
→ 0 | 0.3 | 0 | 10 | 92 | 17 | -6 | -0.3 | 0.1 | -5
> O=[N+]([O-])c1cccc(C=Nc2cccc3ccccc23)c1O
→ -7 | -0.8 | 6 | -11 | 116 | -2 | -1 | 0.0 | -2.1 | -12
> Cn1nc(C(=O)Nc2ccc3c(c2)OCO3)c2ccccc2c1=O
→ 13 | -0.2 | 12 | 5 | 99 | -1 | -1 | -0.1 | -0.1 | 12
> COc1ccc(OC)c(-c2csc(NC(=O)CN3C(=O)NC4(CCCC4)C3=O)n2)c1
→ -3 | -0.4 | 3 | 8 | 100 | -4 | 5 | 0.5 | -1.8 | 7
> Cc1c(C(=O)N2CCOCC2)c(S(=O)(=O)Nc2cccc(F)c2)c(C)n1C
→ -3 | -0.6 | 1 | 2 | 96 | 12 | -5 | 0.3 | -1.4 | -5
> Cc1ccccc1Cn1cc(NC(=O)CCCn2nc([N+](=O)[O-])cc2C)cn1
→ 4 | 0.9 | 0 | 19 | 99 | 19 | 3 | 0.1 | -1.1 | -1
> O=C(Nc1cccc(N=Cc2cc(Br)cc(Br)c2O)c1)c1ccco1
→ 4 | -0.9 | 0 | 51* | 100 | 6 | -4 | -0.1 | -2.4 | 4
> CN(C(=O)c1ccc(NC(=O)Cc2ccc(NC(=O)C3CCN(C(=O)C4CC4)CC3)cc2)cc1)C1CC1
→ -1 | -0.9 | -1 | -2 | 99 | -1 | -6 | 0.4 | 0.1 | 8
> Cc1ccc(C2/C(=C(\O)c3cnn(-c4ccccc4)c3C)C(=O)C(=O)N2CCN(C)C)o1 (stereo not drawn)
→ 0 | 5.5 | -2 | 9 | 100 | 5 | -2 | 0.0 | -1.0 | 0
> CCSc1nnc(NC(=O)c2cc(C)on2)s1
→ 0 | 1.2 | 0 | 6 | 105 | 2 | -3 | -0.1 | -0.1 | -6
> Cc1cccc(NC(=S)NN2CCN(C)CC2)c1C
→ -2 | 20 | -2 | 14 | 104 | 5 | 0 | -0.2 | -2.0 | -1
> O=C(NC(=S)Nc1ccc(O)cc1)c1ccccc1Cl
→ -2 | 0.2 | 3 | -5 | 100 | -8 | 2 | -0.1 | -4.4 | 0
> CC(NC(=O)CN1C(=O)NC2(CCCC2)C1=O)c1ccc(Cl)cc1Cl (stereo not drawn)
→ -5 | 11 | -2 | 3 | 94 | 8 | 4 | -0.1 | -1.2 | 1
> CC(CN1CCOCC1)C(=O)c1ccccc1 (stereo not drawn)
→ -2 | -0.1 | 2 | -2 | 97 | 3 | -1 | 0.1 | -0.3 | 0
> CC(C)N1CCC(NC(=O)NC2CCCCC2)CC1
→ -2 | 0.1 | -1 | -4 | 97 | 20 | -1 | 0.1 | -0.3 | -2
> Cc1ccc(CNC(=O)CN2C(=O)COc3ccc(C)cc32)cc1
→ 4 | -1.0 | 1 | -6 | 100 | 0 | -4 | 0.0 | -1.9 | -4
> Cn1c(=O)c2c(nc(SCC(=O)NCc3ccco3)n2C)n(C)c1=O
→ 4 | -1.3 | 4 | 3 | 103 | 11 | 0 | 0.4 | -0.1 | -5
> Cc1nc2oc3ccc(F)cc3c(=O)c2cc1C(=O)O
→ -3 | -0.9 | 2 | -2 | 92 | 3 | 1 | 0.0 | -0.9 | 3
> O=c1[nH]c(CN2CCN(C/C=C/c3ccccc3)CC2)nc2cc(Cl)ccc12
→ -1 | -2.2 | 2 | 8 | 103 | 4 | 0 | 0.7 | -2.6 | 3

Compound profiles (already shown). Values in the order: m5-HT2A agonist, hiPSC survival, N-glyco inh, Cardio protect, ABCB6 inh 2, MC4R antagonist, Exocytosis inh, aDG glyco up, MC4R ag barr, ABHD5 PLIN5 PPI
Shown for Cn1c(=O)c2c(nc(SCC(=O)NCc3ccco3)n2C)n(C)c1=O = 4, -1.3, 4, 3, 103, 11, 0, 0.4, -0.1, -5
Shown for C=CCOc1c(Cl)cc(C2NC(=O)NC(C)=C2C(=O)OC)cc1Cl (stereo not drawn) = 4, -2.5, 3, -8, 96, 6, 3, 0.0, -1.6, 0
Shown for CCCN(CCC)CCNc1c(N2CCN(C(=O)OCC)CC2)c(=O)c1=O = 2, -0.3, 1, 0, 100, 20, 2, 0.0, 1.0, 2

Carrying on:
Fields: m5-HT2A agonist | hiPSC survival | N-glyco inh | Cardio protect | ABCB6 inh 2 | MC4R antagonist | Exocytosis inh | aDG glyco up | MC4R ag barr | ABHD5 PLIN5 PPI
> Cc1cc(C(=O)CSc2nn(-c3ccccc3)c(=S)s2)c(C)n1Cc1ccco1
→ -9 | 1.4 | -3 | -1 | 85 | 6 | -7 | -0.2 | -2.5 | 1
> CCCCNC(=O)N1CCN(c2ncccn2)CC1
→ 0 | 5.9 | 3 | 7 | 101 | 13 | -5 | 0.1 | 1.7 | 2
> COC(=O)[C@@]12C[C@@H](CC(=O)N3CCC(c4ccccc4)CC3)C(=O)N(Cc3ccccc3)C1=CCC(C)(C)C2
→ -2 | . | . | . | . | . | -8 | 0.3 | . | 4
> COc1cccc(NC(=O)CC2C(=O)NC3CCCCC3N2C(=O)c2ccccc2)c1 (stereo not drawn)
→ 7 | -0.7 | -2 | 4 | 98 | 15 | 5 | -0.3 | -0.5 | -3
> O=C(NCc1ccc2[nH]c3c(c2c1)CCCC3)c1ccc(S(=O)(=O)N2CCCC2)cc1
→ -5 | 5.5 | -3 | -4 | 93 | 16 | 5 | -0.1 | 0.0 | -4
> CCN=C1SC(CC(=O)Nc2ccc(C)cc2)C(=O)N1CC (stereo not drawn)
→ 5 | 3.2 | -3 | 3 | 90 | 8 | 0 | 0.0 | -2.6 | 5
> COc1c(N2CCN(C(=S)NCc3ccccc3)C(C)C2)c(F)cc2c(=O)c(C(=O)O)cn(C3CC3)c12 (stereo not drawn)
→ 12 | 4.6 | -2 | -2 | 103 | 12 | 0 | -0.4 | 0.4 | 5
> COc1ccccc1Cn1c(=S)[nH]c2cc(C(=O)NCC3CCCO3)ccc2c1=O (stereo not drawn)
→ -1 | 0.3 | -2 | -6 | 100 | -1 | -2 | -0.1 | -3.0 | -6
> C/C(=N\NC(N)=S)C1C2C3CC4C5CC(C42)C1C53 (stereo not drawn)
→ 2 | -1.2 | -2 | -2 | 103 | 21 | -8 | 0.9 | -0.2 | -4
> O=C1CC2c3ccccc3C1C1C(=O)N(CCc3ccccc3)C(=O)C21 (stereo not drawn)
→ -4 | -3.0 | -1 | 6 | 99 | 1 | 2 | 0.3 | 7.5 | 14
> CCN(CC)C(=O)c1cc2c(=O)oc3ccccc3c2s1
→ 0 | -4.3 | 1 | 38 | 76 | 17 | 2 | -0.1 | 0.8 | -1
> CCN(CC)S(=O)(=O)c1cccc(-n2c(O)c(C=Nc3ccccc3C(=O)O)c3ccccc3c2=O)c1
→ 9 | -0.3 | 0 | 20 | 74* | 12 | 0 | 1.6 | 0.5 | -3
> COC(=O)c1cc(C(=O)c2c(C)cc3ccccn23)cc([N+](=O)[O-])c1
→ -2 | 1.1 | ? | 0 | 94 | -9 | 0 | -0.1 | -1.6 | -1
> Cn1c(=O)[nH]c(=O)c2c1nc(CN1CCOCC1)n2Cc1ccc(F)cc1
→ 9 | 0.6 | 3 | 17 | 93 | 0 | -2 | 0.0 | -0.5 | -1
> COc1ccc(N(C(=O)c2ccco2)C(C(=O)NC2CCCC2)c2ccc(N(C)C)cc2)cc1 (stereo not drawn)
→ 0 | -2.8 | -2 | 11 | 91 | 2 | -6 | 0.3 | -1.5 | -9
> O=C(Nc1cnn(Cc2ccc(F)cc2)c1)C(c1ccccc1)c1ccccc1
→ -3 | -0.9 | -2 | -5 | 100 | 25 | -2 | 0.6 | 7.3 | -4
> CCN1CCN(CCCNC(=O)c2cc3sccc3n2CC)CC1
→ -4 | -1.3 | 0 | 3 | 99 | 12 | -2 | -0.1 | -0.9 | 4
> C=CC[C@@H](Cc1ccc(F)cc1)C(=O)OC[C@@H]1CCCN1C(=O)[C@@H](CC=C)CC(=O)N[C@H](CO)Cc1ccccc1
→ -6 | 3.6 | -1 | -4 | 95 | 5 | 12 | 0.4 | -0.1 | 1

Compounds as they come; any-hit rate near 4.5%.
